Screening data (PubChem BioAssay)
T cell HTS: T cell immune modulation candidate | 2C CD8+ T cell-vesicle binding, flow cytometry; hits give low values | calls only at 7 µM | hit rate 0.068% among 330,000;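 active = response, share of CD8 T cells binding vesicles, and their 90th percentile fluorescence all below set limits, cut at about 80% in these data, passing the limit was not always enough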
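material = purified 2C TCR transgenic mouse naive CD8+ T cells | controls = Unloaded micro-vesicles (low), QL9 vesicles with 0.7% DMSO (high) | detection = cytometric PE anti-B7-1 and Alexa647 anti-CD8 signals after 1% paraformaldehyde fixation | incubation = binding step 1.5 h, 37 °C, antibody labelling 20 min, ice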
T cell HTS vesicle-bound %: also measured in T cell HTS; calls as there; double positive events, %; measured here: CD8+ vesicle-bound cell fraction;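 binding gate set so that unloaded-vesicle control wells show 10% double positive cells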
* hit, by the source's call; i = inactive. Not all compounds are listed, so the mix of outcomes need not match the whole.

Every second line gives: T cell HTS vesicle-bound %, T cell HTS
CC(NC(=O)CN1C(=O)NC2(CCCCCCC2)C1=O)c1ccccc1 (stereo unspecified)
  2, i
COc1ccccc1-c1ocnc1C(=O)N1CCN(C(=O)C(c2ccccc2)c2ccccc2)CC1
  25, i
Cc1ccc2c(c1)-n1c(nc3cc(Cl)ccc3c1=O)C(Cc1ccccc1)NC2=O (stereo unspecified)
  8, i
O=C(O)C1=CC(=C(c2ccc(O)c(C(=O)O)c2)c2ccc(O)c(C(=O)O)c2)C=CC1=O
  68, i
COc1ccc([N+](=O)[O-])cc1C(=O)NCCOc1ccc(Cl)cc1
  31, i
O=C(N1CCCCC1)N1CCN(S(=O)(=O)c2cccc([N+](=O)[O-])c2)CC1
  11, i
COc1cc(C(=O)Nc2ccc(N3CCCS3(=O)=O)cc2)c([N+](=O)[O-])cc1OC
  56, i
CC(C)C[C@@H](CSc1ccccc1)N1CCN(CC(C)C)CCC1=O
  20, i
COc1cccc(CNC(=O)COC(=O)C2CCN(c3ccc(C(F)(F)F)cn3)CC2)c1
  34, i
CNC(=O)COc1coc(CN2CCN(c3ccccc3OC)CC2)cc1=O
  18, i
CCOC(=O)COn1c(=O)c(-c2ccc(Cl)cc2)[n+]([O-])c2ccccc21
  31, i
CC(=O)c1cccc(N(C(=O)c2ccco2)C(C(=O)NC2CCCCC2)c2ccc(C)o2)c1 (stereo unspecified)
  43, i
C#CCOCCOCCOCCNc1nc(N2CCN(C(=O)CCCCCCCCCCNC(=O)Cn3cc(C[C@@H](C)O)nn3)CC2)nc(N2CCN(C(=O)CCCCCCCCCCNC(=O)[C@@H]([C@H](C)CC)n3cc(CCCCCN)nn3)CC2)n1
  21, i
COc1ccc(NS(=O)(=O)c2c(C)cc(C)cc2C)cn1
  18, i
COC(=O)c1cc(C(=O)Nn2cnnc2)cc([N+](=O)[O-])c1
  51, i

Retrieved by structure from the entries so far, 6 records:
Every second line gives: T cell HTS vesicle-bound %, T cell HTS
COC(=O)c1cc(C(=O)Nn2cnnc2)cc([N+](=O)[O-])c1
  51, i
O=C(O)C1=CC(=C(c2ccc(O)c(C(=O)O)c2)c2ccc(O)c(C(=O)O)c2)C=CC1=O
  68, i
COc1ccccc1-c1ocnc1C(=O)N1CCN(C(=O)C(c2ccccc2)c2ccccc2)CC1
  25, i
CCOC(=O)COn1c(=O)c(-c2ccc(Cl)cc2)[n+]([O-])c2ccccc21
  31, i
COc1cccc(CNC(=O)COC(=O)C2CCN(c3ccc(C(F)(F)F)cn3)CC2)c1
  34, i
COc1ccc([N+](=O)[O-])cc1C(=O)NCCOc1ccc(Cl)cc1
  31, i

Additional results.
Every second line gives: T cell HTS vesicle-bound %, T cell HTS
COc1cc(C(=O)OC2CCOC2=O)cc(Cl)c1OC (stereo unspecified)
  33, i
O=C(Nc1c(C(=O)N2CCCCC2)cnn1-c1ccccc1)c1ccccc1F
  65, i
Cc1ccc2oc(C(=O)N3CCC(O)(c4ccccc4)CC3)c(C)c2c1
  37, i
CCOc1ccc2oc(C(=O)OCC(=O)N3CCCC(C)C3)c(C)c2c1 (stereo unspecified)
  31, i
O=C(N/N=C/c1ccc(OC(=O)c2ccccc2)cc1)c1cccnc1
  23, i
C=CCNC(=O)/C(C#N)=C/c1c(N2CCN(c3ccc(OC)cc3)CC2)nc2c(C)cccn2c1=O
  27, i
COc1ccc(CNC(=O)CN(c2ccc(OC)c(Cl)c2)S(=O)(=O)c2ccc(C)cc2)cc1
  52, i
COc1cccc(CNC(=O)C2CC(=O)N(C3CCCCC3)C2)c1 (stereo unspecified)
  34, i
O=C(Nc1cccc(-n2cnnn2)c1)c1ccoc1COc1ccc(Cl)cc1
  56, i
CN(Cc1ccccc1)C(=O)c1ccc(NC(=O)C2=CSCCO2)cc1
  20, i
CC1(C)C[C@H]2C3=CCC4[C@@]5(C)CC[C@H](O)[C@](C)(CO)C5CC[C@@]4(C)[C@]3(C)C[C@H]3O[C@@H]1[C@H](O)[C@]32CO (stereo partly specified)
  38, i
COC(=O)c1cc(OC)c(OC)cc1NC(=O)CSCc1c(C)noc1C
  30, i
CNc1ncnc2c1ncn2[C@@H]1O[C@H](CO)[C@@H](O)[C@H]1O
  36, i
COc1ccccc1OCCNC(=O)CC(NC(C)=O)c1ccccc1 (stereo unspecified)
  63, i
CCn1c(C(=O)O)c(S(=O)(=O)c2ccc(Cl)cc2)c2ccccc21
  25, i

Going on with the list.
Every second line gives: T cell HTS vesicle-bound %, T cell HTS
CCSc1ccc([C@@H]2[C@@H]3C(=O)N(CC)C(=O)[C@@H]3[C@]3(C(=O)OC)CCCCN23)cc1
  18, i
O=C(Oc1ccc(C(=S)N2CCOCC2)cc1)c1cccc(Cl)c1
  43, i
CC(=O)O[C@H]1C(=O)[C@@]2(C)C([C@H](OC(=O)c3ccccc3)[C@]3(O)C[C@H](OC(=O)[C@H](O)[C@@H](NC(=O)c4ccccc4)c4ccccc4)C(C)=C1C3(C)C)[C@]1(OC(C)=O)CO[C@@H]1C[C@H]2O (stereo partly specified)
  49, i
COc1ccc(C)c2sc(NC(=O)CCS(=O)(=O)c3ccccc3)nc12
  32, i
CN(Cc1ccccc1)C(=O)c1ccc(NC(=O)c2ccccc2)cc1
  23, i
COc1cc(/C=N/NC(=O)c2cc[n+]([O-])cc2)cc(OC)c1OC
  52, i
Cc1cccc(N(Cc2ccccc2)C(=O)CN2C(=O)NC3(CCCCC3C)C2=O)c1 (stereo unspecified)
  36, i
CSCCC(NC(=O)c1ccccc1Cl)C(=O)N1CC(C)OC(C)C1 (stereo unspecified)
  40, i
CCOC(=O)c1c(C)[nH]c(C(=O)N2CCC(C(=O)OCC)CC2)c1C
  59, i
COc1ccccc1N1CCN(C(=O)COc2cc(C)cc3oc(=O)cc(C)c23)CC1
  17, i
COc1ccc(CN(C)CC2CCCN(CCc3ccccc3C)C2)cc1O (stereo unspecified)
  54, i
COc1ccc(C2C3=C(CCCC3=O)N(CC(=O)O)C3=C2C(=O)CCC3)cc1Cl
  48, i
COc1cc(C(=O)NCCC2=CCCCC2)ccc1OC1CCN(C(C)=O)CC1
  16, i
COc1ccc(-c2oc3ccc(-c4cc(OC)c(OC)c(OC)c4)cc3c2C#Cc2ccsc2)cc1
  54, i
COc1cccc(-n2cc(C(=O)NC(C)C)c3ccccc3c2=O)c1
  39, i

The list continues:
Every second line gives: T cell HTS vesicle-bound %, T cell HTS
Cc1ccc(CSCC2Nc3ccc(C(=O)N4CCN(c5ccc(F)cc5)CC4)cc3NC2=O)cc1 (stereo unspecified)
  57, i
O=C(CSc1nnc(NC(=O)c2ccc(F)cc2)s1)NC1CC1
  3, i
CCOc1ccccc1CN1CCNC(=O)C1CC(=O)NC1CCCCC1 (stereo unspecified)
  11, i
CCOc1ccc(NC(=O)CN(C)C(=O)c2cc(S(=O)(=O)N3CCCCCC3)ccc2OC)cc1OCC
  32, i
COc1ccccc1CNC(=O)C(=O)NCCC1CCCCN1S(=O)(=O)c1cccs1 (stereo unspecified)
  42, i
O=C(Nc1cnccn1)c1ccc(Cl)cc1
  11, i
CC1CCCC(NC(=O)COC(=O)CCC(=O)c2cccs2)C1C (stereo unspecified)
  40, i
CSc1ccc(CNC(=O)c2ccc(NC(=O)C3=CSCCO3)cc2)cc1
  27, i
CSc1cccc(CNC(=O)C2CCC(=O)N(CCc3ccccn3)C2)c1 (stereo unspecified)
  10, i
Cc1ccccc1-n1nnnc1SC(C)C(=O)Nc1ccc(N2CCN(C)CC2)cc1 (stereo unspecified)
  3, i
Cc1ccc(C=NNC(=O)c2cc(-c3cccnc3)nc3ccccc23)o1
  25, i
Cc1ccc(C(=O)Nc2ccccc2Cl)cc1
  38, i
COc1cc(C(=O)NCCN2CCN(C(=O)c3cc(OC)c(OC)c(OC)c3)CC2)cc(OC)c1OC
  15, i
Oc1ccccc1N=N/C(=N/Nc1ccccc1O)c1ccccc1
  26, i
COc1ccccc1C(=O)NCC(c1ccco1)N1CCc2ccccc21 (stereo unspecified)
  24, i

Following part.
Every second line gives: T cell HTS vesicle-bound %, T cell HTS
Cc1ccccc1CN1CCN(C(C)C(=O)NCc2ccccc2)CC1 (stereo unspecified)
  28, i
N#CN1CCC(NS(=O)(=O)c2ccc(C(F)(F)F)cc2)C1 (stereo unspecified)
  36, i
CSCC(=O)N1CCC(n2nccc2NC(=O)c2ccc3c(c2)OCO3)CC1
  8, i
CCC(CC)CN1C(Nc2ccccc2)=NC[C@@H]1CC(C)C
  16, i
COc1ccccc1N1CCN(S(=O)(=O)c2cn(C)cn2)CC1
  20, i
COc1ccccc1N1CCN(/N=C/c2ccc(Cl)c([N+](=O)[O-])c2)CC1
  49, i
COc1ccc(OC)c(/C=N/Nc2nc(C)cc(=O)[nH]2)c1
  29, i
Cc1ccc(C)c(C(=O)COC(=O)c2nn(C)c(=O)c3ccccc23)c1
  24, i
OCCC1CN(CC2CC2)CCN1Cc1ccc(F)c(F)c1 (stereo unspecified)
  60, i
Cc1ccccc1NC(=O)c1[nH]cnc1C(=O)NN
  20, i
O=c1[nH]c2ccc(S(=O)(=O)Nc3ccccc3O)cc2[nH]1
  47, i
COc1ccc(OC)c(/C=N\NC(=O)c2ccc(COc3ccc(C)cc3[N+](=O)[O-])o2)c1
  32, i
CCC1=C(c2cc(OC)c(OC)c(OC)c2)C2(CCCC2)C(=O)O1
  20, i
COc1ccc(-c2ccc(NS(=O)(=O)c3cccc([N+](=O)[O-])c3)cc2)nn1
  39, i
Cc1ccc(N2C(=O)C3CCCN3C2=S)cc1 (stereo unspecified)
  51, i

Further compounds follow:
Every second line gives: T cell HTS vesicle-bound %, T cell HTS
COc1ccc(C(=O)O)cc1S(=O)(=O)N1CCN(Cc2ccc3c(c2)OCO3)CC1
  43, i
O=C(Nc1ccc(Cl)c(Cl)c1)c1cccnc1
  41, i
Cc1ccccc1NS(=O)(=O)c1ccc(C(=O)NCC(C)(C)N2CCOCC2)cc1
  58, i
CC(Oc1ccc(Br)cc1)C(=O)NC1CCN(Cc2ccccc2)CC1 (stereo unspecified)
  58, i
Cc1ccc(CS(=O)Cc2ccc(C(=O)NCCc3ccccc3)o2)cc1 (stereo unspecified)
  4, i
Cc1ccc(NS(=O)(=O)c2ccc(C(=O)NCCN3CCOCC3)cc2)cc1
  23, i
CC(C)C[C@H](NC(=O)C1CC(=O)N(c2ccc3c(c2)OCO3)C1)C(=O)NC1CCCCC1 (stereo partly specified)
  20, i
O=C(CN1C(=O)COc2ccccc21)NCCN1CCCC1
  18, i
CCOC(=O)C1=C(C)N=c2s/c(=C/c3ccc(OCC(=O)O)cc3)c(=O)n2C1c1cc(OC)c(OC)c(OC)c1 (stereo unspecified)
  26, i
CCOC(=O)c1ccccc1NC(=O)COC(=O)CCNS(=O)(=O)c1ccc(C)c(C)c1
  44, i
COc1ccccc1NS(=O)(=O)c1cc(NC(=O)COc2ccccc2F)ccc1N1CCOCC1
  43, i
COc1ccc(-c2ccccc2NC(=O)C2CCCN(Cc3ccc(C)o3)C2)cc1 (stereo unspecified)
  68, i
CCC(C)(O)C(=O)N[C@H]1CCCN1C(=O)/C=C/c1ccccc1 (stereo partly specified)
  8, i
CC(C)(C)c1ccc(C(=O)NNC(=O)CNC(=O)c2cccs2)cc1
  48, i
CCCCOc1ccc(Cn2c(=O)oc3ccccc32)cc1
  26, i

Further records follow.
Every second line gives: T cell HTS vesicle-bound %, T cell HTS
COCCNc1nc2ccccc2n1CC(=O)c1ccc(OC)c(OC)c1
  67, i
Cc1ccc(N2CC(C(=O)N3CCC(C(=O)Nc4ccc(Br)cc4)CC3)CC2=O)cc1 (stereo unspecified)
  17, i
Cc1ccccc1OCC(=O)NCC(=O)OCC(=O)c1ccc([N+](=O)[O-])cc1
  34, i
O=C(c1ccccc1NS(=O)(=O)c1ccc(F)cc1F)N1CCCCC1
  41, i
Cc1ccc(C(=O)NCC(=O)OCc2cccc(Br)c2)cc1
  59, i
Cc1ccc(CCNC(=O)c2nnc(CS(=O)(=O)c3ccccc3)o2)cc1
  12, i
CC(C)n1nc(C(=O)NNC(=O)c2ccc(OC(F)F)cc2)c2ccccc2c1=O
  35, i
CCCCn1c(N)c(N(CCOC)C(=O)c2ccc(-c3cccc(C(F)(F)F)c3)o2)c(=O)[nH]c1=O
  18, i
COc1ccc(C(NC(C)=O)c2nccc3cc(OC)c(OC)cc23)cc1OC (stereo unspecified)
  57, i
C=CCNC(=O)c1c(CS(=O)(=O)c2ccccc2)noc1C(=O)NCc1ccccc1
  20, i
O=C(CCc1nc2ccccc2c(=O)[nH]1)NNC(=O)c1ccc(F)cc1
  55, i
CN=C(Nc1cccnc1)c1ccccc1
  52, i
COc1cc(OC)cc(C(=O)N[C@H](C(=O)NCc2ccccc2)C(C)C)c1
  15, i
CC1CCC2(CC1)NC(=O)N(CC(=O)Nc1ccc3c(c1)OCCCO3)C2=O (stereo unspecified)
  42, i
COc1ccc(CCN(C)C(=O)CSc2nnc(C3CC3)n2N)cc1OC
  35, i
COCC(C)n1c(SCC(=O)Nc2ccc3c(c2)OCCO3)nc2ccccc2c1=O (stereo unspecified)
  31, i
COc1ccc(Cl)cc1S(=O)(=O)NC(C)C(=O)NCc1ccccn1 (stereo unspecified)
  25, i

Shown as tab-separated lines: entries from further up.
molecule	T cell HTS vesicle-bound %	T cell HTS
CN=C(Nc1cccnc1)c1ccccc1	52	i
COc1cc(OC)cc(C(=O)N[C@H](C(=O)NCc2ccccc2)C(C)C)c1	15	i
CC1CCC2(CC1)NC(=O)N(CC(=O)Nc1ccc3c(c1)OCCCO3)C2=O (stereo unspecified)	42	i
